From PubChem BioAssay
S3 lipid droplet – qHTS Assay for Lipid Storage Modulators in Drosophila S3 Cells | Drosophila S3 cells, BODIPY lipid droplet fluorescence, 18-24 h; cells fed with added oleic acid | hit rate 0.64% among 320,000 | Potency in µM for hits, for the others lipid storage change, negative = inhibition, % at the top dose, mostly 46.1 µM; active means well fitted inhibition curve with a large enough effect in the signal ratio, with a control signal flat, not every such curve was filed as active; inconclusive means small, poorly fitted or top-dose-only effect, or effect the other way, or a change in a side signal; the % refers to the signal ratio
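Drosophila S3 cells loaded with oleic acid (400 uM, as added) and compounds at several concentrations; lipid droplets imaged by 488-nm laser-scanning cytometry, 500–530 nm intensity and object ratio to cell channel. Percent activity normalized to 20 uM Triacsin C.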
S3 lipid droplet cell count max – second read-out of S3 lipid droplet, no call of its own (marks repeat the call); cell number change, %; measured here: cell count max response;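 cells counted by Cell Tracker Red CMTPX staining in the red channel; peak over a dose series mostly up to 46.1 µM; percent activity relative to internal control wells on each plate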
* marks the source's active call; other numbers are inactive results; i = inactive; u = inconclusive; x = no result given; [ ] = another dose, or the depositor's remark. On the % scale 0 is the no-effect control and ±100 the full control effect; potency means the concentration at half of the fitted maximal effect. A portion of the library; the hit share may differ from the screen's.

SMILES | S3 lipid droplet | S3 lipid droplet cell count max
CC(=O)NCCNc1nc2c(-c3ccccc3)nnn2c2ccccc12 | -1% | x
Cc1cc(C)cc(N=C2SC(CC(=O)Nc3ccccc3)C(=O)N2CCN2CCOCC2)c1 (centres undefined) | u | x
CCCCn1c(-c2cccc(F)c2)nc2c1c(=O)[nH]c(=O)n2CC(C)C | u | x
O=C(Nc1nnc(-c2ccc(F)cc2)s1)Nc1ccccc1F | 4% | 15
COc1ccc(N2CCN(CCC(O)c3ccc4ccccc4c3)CC2)cc1 (centres undefined) | u | x
O=C(c1cc(-c2ccccn2)nc2ccc(Br)cc12)N1CCN(S(=O)(=O)c2ccccc2)CC1 | u | x
Cc1ccc(S(=O)(=O)Nc2ccc(C(=O)N3CCCC3)cc2)c(C)c1NS(C)(=O)=O | u | x
N#C/C(=C\c1c(N2CCOCC2)nc2ccccn2c1=O)C(=O)NC1CCS(=O)(=O)C1 (centres undefined) | 3% | 12
CC(C)CCNC(=O)C(=O)NCCC1=CCCCC1 | 7% | 7
CCN1C(=C2C(=O)c3ccccc3C2=O)C=Cc2ccccc21 | -10% | 1
O=C(Nc1nc2cc3c(cc2s1)OCCO3)c1ccncc1 | i | x
COc1ccc(NC(=O)CN(C)CC(=O)N(C)C2(C#N)CCC(C)CC2)cc1 (centres undefined) | u | x
CCOC(=O)c1c(C)[nH]c(C(=O)OC)c1CCC(=O)OC | i | 8
Cc1ccccc1NC(=O)N1C2CCCC1CC(NC(=O)C(C)(C)C)C2 (centres undefined) | u | x
Cc1n[nH]c(C)c1S(=O)(=O)N1CCC(C(=O)O)CC1 | -22% | 4
Cc1c(C(=O)O)oc2ccc(S(=O)(=O)N3CCCC3)cc12 | u | x
COc1ccc(C(=O)Nc2cc(Cl)ccc2-n2cncn2)c(OC)c1OC | i | -1
CC(C)Cc1cc(C(=O)NCc2cccs2)no1 | u | x
Cc1ccc(C(=O)c2coc3cc([N+](=O)[O-])c(O)c([N+](=O)[O-])c23)cc1 | -13% | -18
Cc1cc(C(F)F)n2nc(C(=O)Nc3cccnc3Cl)nc2n1 | u | x
O=[N+]([O-])c1ccc(N2CCOCC2)cc1NC(c1ccccc1)c1ccccc1 | u | x
COc1ccc(NC(=O)CCn2cccc2)cc1 | u | x
Cc1nnc(NC(=O)C2CCN(S(=O)(=O)c3cc([N+](=O)[O-])ccc3Cl)CC2)o1 | u | x
CCNc1nc(NC(C)(C)C)nc(N2CCCCC2)n1 | u | x
COc1ccc(/C=N/NC(=O)c2cc(Br)ccc2O)cc1Cn1cc(Cl)cn1 | u | x
CCOC(=O)[C@H]1[C@H]2COc3ccccc3[C@@H]2N2C(=O)c3cc(F)c(F)cc3NC(=O)[C@@]12C | 10% | x
Cc1ccc(NC(=O)CSc2nccn2C)cc1S(=O)(=O)N1CCOCC1 | u | x
CC(C)Cn1c(=O)c2c(nc3n2CCS3)n(C)c1=O | 6% | 18
CN(C)CCN(C(=O)/C=C/c1cccs1)c1nc2c(F)cc(F)cc2s1 | u | x
CC(=O)N1CC2(C)CN(C(C)=O)CC(C)(C1)C2O (centres undefined) | i | 0
Oc1c(C(c2cccs2)N2CCN(c3cccc(Cl)c3)CC2)sc2ncnn12 (centres undefined) | i | 22
Cc1ccc(S(=O)(=O)N2CCC(C(=O)Nc3ccccc3N3CCCC3)CC2)cc1C | -1%[0.0737 µM] | 3
Cc1cc([N+](=O)[O-])nn1CC(=O)N/N=C/c1ccc(O)cc1O | u | x
CCOC(=O)c1ccc(CC(=O)c2oc3cc(O)ccc3c2C)o1 | 16% | -18
CCOc1ccc(NC(=O)Cn2nnc(C(=O)NCCc3ccc(OC)c(OC)c3)c2N)cc1 | u | x
O=C1NCCN(Cc2cccc(Oc3ccccc3)c2)C1CC(=O)N1CCCCC1 (centres undefined) | u | x
CCc1nnc(NC(=O)C2CCCN2S(=O)(=O)c2ccc(F)cc2)s1 (centres undefined) | i | 22
O=C1CCCc2oc3c(c21)CCCC3 | u | x
COc1ccc(-c2csc(N(CCCN(C)C)C(=O)c3ccc(C)cc3)n2)cc1 | -23% | 13
Cc1ccc(C(C)C)cc1S(=O)(=O)NCc1cccnc1 | i | x
CC(C)c1nc2oc3c(N(C)CCO)ncnc3c2c2c1CCC2 | 3% | 19
CCCCN1C(=O)C(O)=C(C(C)=O)C1c1ccccc1 (centres undefined) | u | x
O=C(NCCCn1ccnc1)c1ccc(F)cc1 | u | x
O=C1C(Cl)=C(N2CCCCC2)C(=O)C(Cl)=C1c1cnc(N2CCCCC2)s1 | 4% | -8
COc1ccc(Cn2c(-c3ccc(OC)cc3)nc3c(c(=O)c4ccccc4n3C)c2=O)cc1 | 1% | 9
Cc1cc(-c2n[nH]c(=S)n2-c2ccccc2)nn1C | u | x
Cc1cc(C)cc(NC(=O)CSc2ncc(S(=O)(=O)c3ccccc3)c(=O)[nH]2)c1 | 6% | 5
Cc1ccc(Nc2ccc([N+](=O)[O-])nc2[N+](=O)[O-])cc1 | u | x
CCOC(=O)N1CCC(NC(=O)CS(=O)(=O)Cc2nc(-c3ccc(OC)cc3)oc2C)CC1 | u | x
CC1CCC(NC(=O)CCS(=O)(=O)c2ccc3c(c2)CCN3C(=O)C2CC2)CC1 (centres undefined) | u | x
Cc1ccc(-c2cc(C(F)(F)F)n3ncc(C(=O)N4CCCCC4c4cccnc4)c3n2)cc1 (centres undefined) | -6% | 5
CC1CCCC(C)N1C(=O)CSc1nnc(-c2c[nH]c3ccccc23)o1 (centres undefined) | u | x
COc1ccc(N2CCN(CC(O)COc3cc(C)cc(C)c3)CC2)cc1 (centres undefined) | 0% | -13
CCOc1cc(C=C2C(=O)c3ccccc3C2=O)ccc1OCC(=O)Nc1ccc(C)cc1 | 0% | -12
COc1ccc(-c2noc(COc3ccc(Cl)c(C)c3)n2)cc1 | u | x
CC(C)NC(=O)c1ccc(CNC(=O)OCC(F)(F)F)cc1 | i | -11
COc1ccc(OCC(=O)N2CCN(C(=O)COc3ccccc3)CC2)cc1 | 21% | -1
O=C(CCNC(=O)c1ccc(Cl)cc1)Nc1ccccc1N1CCCC1 | u | x
CC(=O)NCCn1c(SCC(=O)NCc2ccco2)nc2ccccc2c1=O | -17% | -13
CCc1nc2c3cnn(-c4cc(Cl)ccc4C)c3ncn2n1 | i | 3

Quoted from the listing for reference:
SMILES | S3 lipid droplet | S3 lipid droplet cell count max
COc1ccc(OCC(=O)N2CCN(C(=O)COc3ccccc3)CC2)cc1 | 21% | -1
O=C(CCNC(=O)c1ccc(Cl)cc1)Nc1ccccc1N1CCCC1 | u | x
CC(=O)NCCn1c(SCC(=O)NCc2ccco2)nc2ccccc2c1=O | -17% | -13
CCc1nc2c3cnn(-c4cc(Cl)ccc4C)c3ncn2n1 | i | 3

(listing goes on)
SMILES | S3 lipid droplet | S3 lipid droplet cell count max
CCN(CC(=O)Nc1ccc(NC(C)=O)cc1)C(=O)c1ccccc1Sc1ccccc1C#N | u | x
O=c1c2ccccc2nnn1CCO | -4% | 7
CCOc1ccc(NC(=O)c2cc3c(C)nc4ccccc4c3o2)cc1 | u | x
COc1cc(/C=c2\s/c(=C(/C#N)C(=O)N3CCCC3)n(-c3ccccc3)c2=O)ccc1O | u | x
CC1(C)CC(NC(=O)c2cc(S(=O)(=O)N3CCCCC3)ccc2Cl)CC(C)(C)N1 | u | x
Cc1ccc(OCCCn2ccnc2)cc1C | u | x
COC(=O)c1cc(NS(=O)(=O)c2ccc(F)cc2)ccc1N1CCOCC1 | 5% | 9
C=CCNC(=O)COc1coc(CN2CCN(C(=O)c3ccco3)CC2)cc1=O | u | x
Cc1ccccc1C(=O)NNC(=O)c1ccc(F)cc1 | u | x
Cc1ccc(-n2cc(CN3CCC(CO)(Cc4cccc(C(F)(F)F)c4)CC3)cn2)cc1 | u | x
Cc1ccc(C(=O)N(C)Cc2ccc(N3CCOCC3)cc2)cc1S(=O)(=O)NCc1ccccc1 | u | x
O=C(CSc1n[nH]c(=O)n1Cc1ccco1)c1ccc(F)cc1 | 8% | -1
CCOc1ccccc1CNC(=O)C1CCCN(c2ncnc3c2nc2n3CCCCC2)C1 (centres undefined) | u | x
CCOc1ccc(N(CC(=O)NCCc2ccccc2)S(=O)(=O)c2ccccc2)cc1 | u | x
CCn1c(=O)c(C(=O)CC#N)c(N)n(Cc2ccccc2)c1=O | 3% | -1
COC(=O)c1ccc(/C=N\NC(=O)c2c(C)nc3ccc(Cl)cn23)cc1 | u | x
Cc1ccc(NC2=NCCC2)cc1Cl | -2% | x
COc1cc(/C=N/N2CCOCC2)ccc1OCc1ccc(Cl)cc1 | u | x
Cc1cccc(OCCCC(=O)N2CCCc3ccccc32)c1C | i | -17
COc1cccc(NC(=O)CCN2CCC(C(N)=O)CC2)c1 | -7% | 3

Single records, as listed above. Screens in order: S3 lipid droplet | S3 lipid droplet cell count max
`COc1ccc(N2CCN(CC(O)COc3cc(C)cc(C)c3)CC2)cc1` (centres undefined) as listed: 0% | -13
`COc1cc(/C=N/N2CCOCC2)ccc1OCc1ccc(Cl)cc1` as listed: u | x
`O=C(CSc1n[nH]c(=O)n1Cc1ccco1)c1ccc(F)cc1` as listed: 8% | -1

Reformatted: entries from further up.
Every second line gives: S3 lipid droplet, S3 lipid droplet cell count max
CCOc1ccc(NC(=O)c2cc3c(C)nc4ccccc4c3o2)cc1
→ u, x
COc1cc(/C=c2\s/c(=C(/C#N)C(=O)N3CCCC3)n(-c3ccccc3)c2=O)ccc1O
→ u, x
CC1(C)CC(NC(=O)c2cc(S(=O)(=O)N3CCCCC3)ccc2Cl)CC(C)(C)N1
→ u, x
Cc1ccc(OCCCn2ccnc2)cc1C
→ u, x
COC(=O)c1cc(NS(=O)(=O)c2ccc(F)cc2)ccc1N1CCOCC1
→ 5%, 9
C=CCNC(=O)COc1coc(CN2CCN(C(=O)c3ccco3)CC2)cc1=O
→ u, x

Next entries follow:
SMILES | S3 lipid droplet | S3 lipid droplet cell count max
COc1cccc(CNC(=O)C2CCN(S(=O)(=O)c3ccc4c(c3)NC(=O)C(C)S4)CC2)c1 (centres undefined) | u | x
COc1ccccc1C(CNC(=O)c1cccc(S(=O)(=O)Nc2ccc(F)cc2)c1)N(C)C (centres undefined) | u | x
CCOc1ccc(NC(=O)c2cc(C3CC3)nc3c2cnn3C(C)C)cc1OC | u | x
O=C1CC(NC(=O)c2ccc(Cl)cc2)C(=O)N1 (centres undefined) | u | x
O=C(CSC1=NCCS1)NC(c1ccccc1)c1ccccc1 | -5% | -5
O=C(O)Cc1ccc(NC(=O)C2CC=CCC2C(=O)O)cc1 (centres undefined) | u | x
Cc1c(NS(=O)(=O)c2cc(C(=O)O)ccc2Cl)c(=O)n(-c2ccccc2)n1C | -23% | 9
O=C(Nc1nc2cc3c(cc2s1)OCCO3)C1=COCCO1 | 14% | 8
CN(CC(=O)N1CCc2ccccc21)S(=O)(=O)c1cccc2cccnc12 | u | x
Cc1nn(-c2ccccn2)c2c1C(=O)CC(C)(C)C2Br (centres undefined) | 2% | 9
CCn1c(CS(=O)Cc2ccc(Cl)cc2Cl)nnc1SCc1c(Cl)cccc1Cl (centres undefined) | u | x
COc1ccc(N/C=C2/CCCCC2=O)cc1 | i | -28
Cc1ccc(Cn2c([N+](=O)[O-])cnc2C)cc1 | 9% | -6
O=[N+]([O-])c1ccc(O)c2cccnc12 | u | x
O=C(Nc1ccc(S(=O)(=O)N2CCc3ccccc32)cc1)c1ccco1 | u | x
COc1ccc(NC(=O)C2CCN(S(=O)(=O)c3c(C)noc3/C=C/N(C)C)CC2)cc1 | u | x
Fc1ccc(-c2cc(C(F)(F)F)nc(-n3cncn3)n2)cc1 | i | x
O=C(/C=C/c1cccc(F)c1)N1CCc2ccccc21 | 9% | 6
Cc1ccc(C)c(C(=O)C(C)OC(=O)c2cccn2C)c1 (centres undefined) | 18% | -14
CCOc1ccc(NC(=O)CN(C)S(=O)(=O)c2ccc3c(c2)CCC(=O)N3)cc1 | 0% | 3
O=C(Nc1ccccn1)c1ccc2nc(-c3ccccc3)c(-c3ccccc3)nc2c1 | u | x
Cc1[nH]c(=O)[nH]c(=O)c1/C=N/NC(=O)[C@H](CC(C)C)NC(=O)OC(C)(C)C | u | x
COCCn1c(Cc2cccn2C)nnc1SCC(=O)Nc1nccs1 | u | x
COC(=O)N/N=C1\CCCc2c(C)cc(C)cc21 | 0% | -16
O=C(COC(=O)CCC(=O)Nc1nccs1)NCc1ccco1 | u | x
COc1ccc(F)c(C2C(C#N)=C(N)Oc3n[nH]c(C(C)(C)C)c32)c1 (centres undefined) | u | x
FC(F)(F)c1cccc(N2CCN(Cc3ccoc3)CC2)c1 | -21% | -20
NC(=O)C[n+]1cccc(/C=N/O)c1 | -3% | 2
CSc1nc(N2CCOCC2)c2c(c1C#N)CCCCC2 | u | x
O=[N+]([O-])c1cccc(C2=NCCC(c3ccccc3)O2)c1 (centres undefined) | u | x
COC(=O)/C(=C1/Oc2cc(C)oc(=O)c2S1)C(F)(F)F | u | x
COc1ccc(C)cc1Nc1n[n+](-c2ccccc2)c(-c2ccc(SC)cc2)s1 | i | -1
